Bioassay records (PubChem)
Rab2 wt GTP: changes GTP binding to wildtype dog Rab2A, up or down; actives 0.19% (n = 190,000); GST-Rab2 wt beads, Bodipy-GTP binding, flow cytometry; GTP binding activity, % at 10 µM;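 active = GTP binding activity at least 20 points away from 100%, either lowered or raised; inconclusive = signal likely due to the compound's own green fluorescence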;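 also: 0% = beads with excess unlabeled GTP and 100% = no-compound control corrected for plate trend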
Bim-Bcl-XL: inhibitors of Bim-Bcl-XL interaction, human. Bim peptide-Bcl-XL binding, bead flow cytometry, fluorescence. inhibition, % at 10 µM. Q07817. actives 0.04% (n = 190,000). AID 1007
Target sequence (Q07817 whole entry, looked up): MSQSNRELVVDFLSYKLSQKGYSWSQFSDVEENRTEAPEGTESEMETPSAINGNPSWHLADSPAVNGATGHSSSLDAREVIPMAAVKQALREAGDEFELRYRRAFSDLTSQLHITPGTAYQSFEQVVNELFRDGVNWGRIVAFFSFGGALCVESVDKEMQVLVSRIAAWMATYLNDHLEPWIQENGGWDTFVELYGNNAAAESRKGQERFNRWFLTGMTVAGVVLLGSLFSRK
Rab7 wt GTP bind: modulators of GTP binding to dog Rab7 wildtype GTPase | GST-Rab7 beads, fluorescent GTP binding, flow cytometry; actives lie on both sides; untreated = 100%, excess cold GTP = 0% | GTP binding activity (percent of control), % at 10 µM | actives 0.055% (n = 190,000) | AID 758;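 active = fluorescent GTP binding to Rab7 beads changed by at least 20 points from the 100% baseline, either direction, mostly lower; inconclusive = compound itself probably fluorescent, or too few beads counted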;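 also: median green fluorescence of bound Bodipy-FL-GTP per Rab7 bead population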
HRas wt GTP: modulators of GTP binding to human HRas wildtype | GST-Ras wt beads, Bodipy-FL-GTP binding, flow cytometry; actives lie on both sides | actives 0.14% (n = 190,000) | GTP binding activity, % at 10 µM | P01112;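 active = GTP binding activity at least 20% away from the 100% baseline, either lowered as inhibitor or raised as activator; inconclusive = flagged as likely green fluorescent, judged across all proteins in the well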;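 also: 0% = unlabeled GTP competition control and 100% = no-compound control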
Target sequence (P01112 whole entry, looked up): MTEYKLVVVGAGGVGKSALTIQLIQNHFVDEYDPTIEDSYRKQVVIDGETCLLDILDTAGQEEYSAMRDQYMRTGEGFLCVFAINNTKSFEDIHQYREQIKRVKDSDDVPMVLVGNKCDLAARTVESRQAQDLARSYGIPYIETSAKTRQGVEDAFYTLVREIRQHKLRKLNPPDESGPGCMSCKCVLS
Rac1 wt GTP bind: alters GTP binding to wildtype human Rac1 | GST-Rac1 beads, fluorescent GTP binding, flow cytometry; actives lie on both sides; 0 = cold GTP competed, 100 = untreated | GTP binding activity (% of control), % at 10 µM | actives 0.27% (n = 190,000) | AID 757;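 active = GTP binding activity at least 20 points away from the 100% control level, either lower or higher; inconclusive = compound flagged as likely green fluorescent, judged across all proteins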
Bfl-1 Bim block: human Bim-Bfl-1 interaction inhibition; Q16548; Bead-based flow cytometry, Bim-Bfl-1 binding inhibition; inhibition, % at 10 µM; actives 0.12% (n = 190,000);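 also: 0% = wells without compound plus tracer and 100% = blocker peptide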
Bim-Bcl-B: disrupts Bim peptide binding to human Bcl-B | Q9HD36 | bead-based flow cytometry | inhibition, % at 10 µM | actives 0.073% (n = 190,000);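 also: 0% = tracer peptide without compound and 100% = reference inhibitor peptide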
Cdc42 wt: modulators (inhibitors or activators) of GTP binding to human Cdc42 wildtype | P60953 | GST-Cdc42 beads, Bodipy-GTP binding, flow cytometry; actives lie on both sides | percent activity (GTP binding), % at 10 µM | actives 0.2% (n = 190,000) | AID 761;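 active = percent activity GTP binding at least 20 points away from the 100% baseline, either down as inhibitor or up as activator; inconclusive = compound flagged as likely green fluorescent from well-wide comparison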;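 also: median bead fluorescence of bound Bodipy-FL-GTP at 100 nM; 0% = excess unlabeled GTP control and 100% = no compound control; below 100% means less GTP binding so inhibitor and above means activator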
Target sequence (P60953 whole entry, looked up): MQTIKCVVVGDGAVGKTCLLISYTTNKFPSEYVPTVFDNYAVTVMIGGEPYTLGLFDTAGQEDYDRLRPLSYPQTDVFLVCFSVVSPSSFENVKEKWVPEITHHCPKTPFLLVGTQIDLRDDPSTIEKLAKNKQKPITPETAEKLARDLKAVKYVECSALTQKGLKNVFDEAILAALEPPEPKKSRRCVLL
Rac1 act GTP bind: alters GTP binding to activated mutant human Rac1. actives 0.11% (n = 190,000). GST-Rac1 activated beads, fluorescent GTP binding, flow cytometry; actives lie on both sides; 100% means binding = to untreated wells. percent activity (GTP binding), % at 10 µM;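 active = GTP binding at least 20 percentage points away from the 100% baseline, in either direction, so actives lie on both sides; inconclusive = Compound likely fluorescent itself, or too few beads counted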
Bcl-W Bim block: human Bim-Bcl-W interaction inhibition; bead-based flow cytometry, Bim peptide-Bcl-W binding; Q92843; actives 0.02% (n = 190,000); inhibition, % at 10 µM; AID 952;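 also: 0% = bound tracer without compound and 100% = peptide blocker; higher means less fluorescent Bim peptide bound to Bcl-W beads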
Target sequence (Q92843 whole entry, looked up): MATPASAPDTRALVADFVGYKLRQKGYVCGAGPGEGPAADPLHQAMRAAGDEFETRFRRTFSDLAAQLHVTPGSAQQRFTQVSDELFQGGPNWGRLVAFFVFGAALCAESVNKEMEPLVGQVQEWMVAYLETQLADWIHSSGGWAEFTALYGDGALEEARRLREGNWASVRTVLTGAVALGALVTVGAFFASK
Bim-Bcl-2: inhibitors of Bim-Bcl-2 interaction, human; P10415; Bead-based flow cytometry, Bim peptide-Bcl-2 binding; inhibition, % at 10 µM; actives 0.06% (n = 190,000); AID 950; in the data active = inhibition above about 40%; inconclusive = no clear call, values can overlap the other calls;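 also: 0% = no compound wells with probe peptide and 100% = reference peptide inhibitor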
* marks the source's active call; other numbers are inactive results; ? = inconclusive; . = no result given. Rule as the data show it, unless noted: active = inhibition above about 40%.

#1 Cc1ccc(NC(=O)C2CCCN(S(=O)(=O)c3c(C)noc3C)C2)c(C)c1 (stereo not given)
#2 O=C1c2ccccc2C(=O)N1c1ncc(Cc2ccc(Cl)cc2)s1
#3 COc1ccc(C2CC(=O)c3cnc(Nc4cc(C)cc(C)c4)nc3C2)cc1 (stereo not given)
#4 CCC(Oc1ccccc1)C(=O)NCc1ccc(S(N)(=O)=O)cc1 (stereo not given)
#5 O=C(COc1ncnc2ccccc12)N1CCOCC1
#6 COc1cc2c(cc1OC)CN(Cc1cc(=O)oc3cc(C)c(C)cc13)CC2
assay / compound	1	2	3	4	5	6
Rab2 wt GTP	98	98	99	101	102	100
Bim-Bcl-XL	-7	-2	-3	-5	-2	-5
Rab7 wt GTP bind	94	99	95	100	103	101
HRas wt GTP	101	96	101	102	103	100
Rac1 wt GTP bind	102	98	97	106	107	101
Bfl-1 Bim block	-21	0	-3	-2	-10	-8
Bim-Bcl-B	-12	0	1	-4	-4	-8
Cdc42 wt	107	93	99	103	105	100
Rac1 act GTP bind	99	95	96	99	101	99
Bcl-W Bim block	-3	-2	0	-4	2	-3
Bim-Bcl-2	-8	3	-3	0	-2	-7

The closing 4 entries of the section above are carried over, then new ones follow.
#3 COc1ccc(C2CC(=O)c3cnc(Nc4cc(C)cc(C)c4)nc3C2)cc1 (stereo not given)
#4 CCC(Oc1ccccc1)C(=O)NCc1ccc(S(N)(=O)=O)cc1 (stereo not given)
#5 O=C(COc1ncnc2ccccc12)N1CCOCC1
#6 COc1cc2c(cc1OC)CN(Cc1cc(=O)oc3cc(C)c(C)cc13)CC2
#7 COc1ccc([N+](=O)[O-])cc1NS(=O)(=O)c1ccccc1
#8 Cc1nc2nc(C)c(CCC(=O)NCc3ccc4c(c3)OCO4)c(C)n2n1
#9 FC(F)(F)c1cccc(-c2cc3ccccc3nc2N2CCCC2)c1
#10 COc1nn(CC(=O)N2N=C(C(F)F)CC2(O)C(F)F)cc1[N+](=O)[O-] (stereo not given)
#11 O=[N+]([O-])c1ccc(-c2nc(NCc3ccccc3)c3ccccc3n2)cc1
#12 COc1ccc(-c2cc(C(F)(F)F)nc(SCC(=O)NCCN3CCOCC3)n2)cc1OC
assay / compound	3	4	5	6	7	8	9	10	11	12
Rab2 wt GTP	99	101	102	100	99	96	95	100	100	100
Bim-Bcl-XL	-3	-5	-2	-5	-6	0	-8	-5	-7	-5
Rab7 wt GTP bind	95	100	103	101	98	98	93	101	99	100
HRas wt GTP	101	102	103	100	101	99	96	102	99	103
Rac1 wt GTP bind	97	106	107	101	103	99	97	105	107	105
Bfl-1 Bim block	-3	-2	-10	-8	-14	0	-9	3	-9	1
Bim-Bcl-B	1	-4	-4	-8	-8	1	-8	0	-12	-10
Cdc42 wt	99	103	105	100	104	98	95	99	105	104
Rac1 act GTP bind	96	99	101	99	99	96	96	98	99	101
Bcl-W Bim block	0	-4	2	-3	-8	1	0	-1	-10	-4
Bim-Bcl-2	-3	0	-2	-7	-5	-2	-5	-2	-7	1

An excerpt of these results, with tabs:
nr	SMILES	Rab2 wt GTP	Bim-Bcl-XL	Rab7 wt GTP bind	HRas wt GTP	Rac1 wt GTP bind	Bfl-1 Bim block	Bim-Bcl-B	Cdc42 wt	Rac1 act GTP bind	Bcl-W Bim block	Bim-Bcl-2
7	COc1ccc([N+](=O)[O-])cc1NS(=O)(=O)c1ccccc1	99	-6	98	101	103	-14	-8	104	99	-8	-5
8	Cc1nc2nc(C)c(CCC(=O)NCc3ccc4c(c3)OCO4)c(C)n2n1	96	0	98	99	99	0	1	98	96	1	-2
9	FC(F)(F)c1cccc(-c2cc3ccccc3nc2N2CCCC2)c1	95	-8	93	96	97	-9	-8	95	96	0	-5

(continued)
#13 COC(=O)c1[nH]c2cc(OC)ccc2c1NC(=O)CCN1CCN(c2cccc(C)c2C)CC1
#14 COc1ccccc1N1CCN(C2CCN(S(=O)(=O)c3ccc4ccccc4c3)CC2)CC1
#15 Cc1ccc(C2OC3=C(C(=O)CC(C)(C)C3)C(N)=C2C#N)o1 (stereo not given)
#16 O=C(c1sc2ccccc2c1Cl)N(Cc1cccs1)C1CCS(=O)(=O)C1 (stereo not given)
#17 Brc1ccc(-c2nnc3sc(CN4CCC5(CC4)OCCO5)cn23)cc1
#18 COc1ccc(N2CC(O)=C(c3n(C)c4ccccc4[n+]3C)C2=N)cc1
assay / compound	13	14	15	16	17	18
Rab2 wt GTP	100	98	101	97	101	102
Bim-Bcl-XL	-4	-1	3	-3	-2	-5
Rab7 wt GTP bind	100	99	108	101	100	99
HRas wt GTP	101	101	101	98	101	103
Rac1 wt GTP bind	105	98	99	103	101	104
Bfl-1 Bim block	-12	0	-2	-1	-1	-19
Bim-Bcl-B	-8	-2	-1	0	0	-13
Cdc42 wt	101	99	98	93	102	105
Rac1 act GTP bind	100	97	94	98	99	99
Bcl-W Bim block	0	-1	2	0	-1	-2
Bim-Bcl-2	-12	-3	2	0	-2	-10

#19 FC(F)(F)c1cc(-c2ccccc2)nc(NC2CCCC2)n1
#20 C=CCn1c(SCC(=O)NCCc2ccccc2)nnc1C(C)NC(=O)c1cccs1 (stereo not given)
#21 COC(=O)/C=C1\S/C(=N/NC(=O)c2ccc(OC)cc2)NC1=O
#22 O=C(c1ccc(F)cc1)N1CCCCC(S(=O)(=O)c2ccccc2)C1=O (stereo not given)
#23 CC(C)OC(=O)CC12CN3CN(C1)CC(CC(=O)OC(C)C)(C3)C2=O
#24 COC(=O)Nc1ccc(S(=O)(=O)Nc2ncccn2)cc1
assay / compound	19	20	21	22	23	24
Rab2 wt GTP	101	100	94	101	101	95
Bim-Bcl-XL	5	0	0	-6	-8	-1
Rab7 wt GTP bind	102	97	103	100	92	97
HRas wt GTP	102	100	97	101	96	95
Rac1 wt GTP bind	105	107	94	109	102	99
Bfl-1 Bim block	-5	0	-4	-4	1	-5
Bim-Bcl-B	-3	0	-1	-12	-4	-3
Cdc42 wt	100	100	95	104	97	93
Rac1 act GTP bind	100	97	92	100	96	94
Bcl-W Bim block	3	-1	2	-7	-4	-3
Bim-Bcl-2	-4	-2	1	-2	3	0

#25 NNC(=O)CN1C(CN2CCOCC2)=Nc2ccc(Br)cc2C1c1ccccc1 (stereo not given)
#26 COCCn1c(=NC(=O)/C=C/c2ccccc2)sc2cc(NC(C)=O)ccc21
#27 O=C(CN1C(=O)COc2ccccc21)N(Cc1ccccc1)Cc1ccccn1
#28 CN1CCN2c3ccccc3Cc3ccccc3C2C1 (stereo not given)
#29 CCOC(=O)C(=Nc1ccccc1)NO
#30 COc1ccccc1NS(=O)(=O)c1ccc(C)c(NC(=O)c2ccc(S(=O)(=O)N3CCCCCC3)cc2)c1
assay / compound	25	26	27	28	29	30
Rab2 wt GTP	97	97	101	99	100	98
Bim-Bcl-XL	0	-9	-1	-4	-5	-7
Rab7 wt GTP bind	102	101	104	102	98	100
HRas wt GTP	97	101	104	102	100	97
Rac1 wt GTP bind	98	102	108	103	101	98
Bfl-1 Bim block	-14	-8	-11	1	0	-2
Bim-Bcl-B	-6	-9	-5	-3	-2	-12
Cdc42 wt	93	106	104	101	98	97
Rac1 act GTP bind	97	97	102	101	102	97
Bcl-W Bim block	0	-9	1	-3	-2	-4
Bim-Bcl-2	2	-8	-3	0	1	-2

#31 CCn1cc(/C=N\NC(=O)c2cc(-c3ccccc3OC)nc3ccccc23)c(C)n1
#32 O=C(CCCOc1ccccc1)Nc1ccc(S(=O)(=O)Nc2ccccn2)cc1
#33 CCCC(c1nnnn1Cc1ccc(OC)cc1)N1CCC(C(N)=O)CC1 (stereo not given)
#34 CCOC(=O)N1CCN(S(=O)(=O)c2ccc(F)c(C(=O)Nc3ccc(C)c(Cl)c3)c2)CC1
#35 C[C@H](O)CC1=C[C@H](O)[C@@H](C)OC1=O
#36 COc1ccc(CCn2c(-c3cccc([N+](=O)[O-])c3)nc3nc4ccccc4nc32)cc1OC
assay / compound	31	32	33	34	35	36
Rab2 wt GTP	95	95	101	100	97	98
Bim-Bcl-XL	-3	3	-2	-6	-5	-7
Rab7 wt GTP bind	96	95	102	104	99	100
HRas wt GTP	96	93	101	102	95	99
Rac1 wt GTP bind	101	96	102	104	94	102
Bfl-1 Bim block	0	3	-3	0	0	-5
Bim-Bcl-B	-5	0	1	-5	0	-1
Cdc42 wt	101	97	101	101	95	100
Rac1 act GTP bind	100	98	100	101	95	98
Bcl-W Bim block	-2	2	0	-3	-6	-2
Bim-Bcl-2	-2	-1	2	-3	2	0

Complete entries from above:
C[C@H](O)CC1=C[C@H](O)[C@@H](C)OC1=O in the list: Rab2 wt GTP = 97; Bim-Bcl-XL = -5; Rab7 wt GTP bind = 99; HRas wt GTP = 95; Rac1 wt GTP bind = 94; Bfl-1 Bim block = 0; Bim-Bcl-B = 0; Cdc42 wt = 95; Rac1 act GTP bind = 95; Bcl-W Bim block = -6; Bim-Bcl-2 = 2
COc1ccc(CCn2c(-c3cccc([N+](=O)[O-])c3)nc3nc4ccccc4nc32)cc1OC in the list: Rab2 wt GTP = 98; Bim-Bcl-XL = -7; Rab7 wt GTP bind = 100; HRas wt GTP = 99; Rac1 wt GTP bind = 102; Bfl-1 Bim block = -5; Bim-Bcl-B = -1; Cdc42 wt = 100; Rac1 act GTP bind = 98; Bcl-W Bim block = -2; Bim-Bcl-2 = 0

New compounds follow.
#37 NCCOc1ccccc1-c1ccccc1
#38 OC1CN=C2CCCc3c2n(c2ccc(Cl)cc32)C1 (stereo not given)
#39 CN(Cc1ccccc1)C(=O)NC1CCCCC1
#40 Cc1ccc(CNCC2CCCO2)o1 (stereo not given)
assay / compound	37	38	39	40
Rab2 wt GTP	99	103	99	105
Bim-Bcl-XL	0	0	.	0
Rab7 wt GTP bind	102	104	99	97
HRas wt GTP	102	103	100	103
Rac1 wt GTP bind	103	106	103	102
Bfl-1 Bim block	-7	8	.	-5
Bim-Bcl-B	-3	-2	.	-1
Cdc42 wt	103	107	102	103
Rac1 act GTP bind	99	102	101	101
Bcl-W Bim block	2	-1	.	0
Bim-Bcl-2	0	2	?	-1
